D2 ag: D2 dopamine receptor (human) agonism | P14416 | HEK293 T-REx D2 cells, calcium flux agonist mode | activation, % at 2 µM | 340,000 tested, 0.53% active;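 active = activation over 3 SD above normal in the single-dose calcium agonist read, cut at about 30% in these data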; note: 0% is about no effect
Target sequence (P14416 whole entry, looked up): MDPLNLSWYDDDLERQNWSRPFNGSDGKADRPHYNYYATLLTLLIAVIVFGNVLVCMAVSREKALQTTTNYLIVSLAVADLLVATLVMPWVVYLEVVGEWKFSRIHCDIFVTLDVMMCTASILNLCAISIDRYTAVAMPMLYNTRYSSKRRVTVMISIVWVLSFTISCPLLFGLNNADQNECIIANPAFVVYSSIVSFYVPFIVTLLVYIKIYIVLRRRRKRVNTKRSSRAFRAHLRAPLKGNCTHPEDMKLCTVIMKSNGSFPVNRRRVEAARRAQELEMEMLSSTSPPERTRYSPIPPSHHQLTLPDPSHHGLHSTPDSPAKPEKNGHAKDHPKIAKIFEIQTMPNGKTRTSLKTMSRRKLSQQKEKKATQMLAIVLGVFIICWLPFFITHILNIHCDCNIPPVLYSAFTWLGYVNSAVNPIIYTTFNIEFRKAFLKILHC
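Tetracycline-induced HEK293 Trex cells with D2 receptor force-coupled to calcium signaling, plated overnight at 30 C and loaded with no-wash calcium dye. Calcium flux read kinetically for 180 s after compound addition; responses flag agonists.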
TRHR PAM: allosterically enhances the human TRH receptor; 360,000 tested, 0.66% active; enhancement, % at 2 µM; TRHR cells, fluo-8 calcium fluorescence, EC20 TRH enhancement; in the data active = enhancement above about 30%; note: 0% is about no effect
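TRHR-expressing cells loaded with fluo-8 calcium dye were read kinetically (ex 480/em 530) during compound addition, then stimulated with an EC20 of TRH (10 nM final). Enhancement of the Gq-mediated intracellular calcium response was scored.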
USP1 inh: blocks the human USP1/UAF1 deubiquitinase complex; O94782; recombinant USP1/UAF1, Ub-Rhodamine cleavage fluorescence; Potency, µM (series often up to 57.1 µM), without a hit: top-dose activity change, negative = inhibition, hits mostly inhibitors; 390,000 tested, 0.23% active; AID 743255; note: potency is the fitted concentration of half-maximal effect; % is set by controls: 0 for no effect and ±100 for the full control effect; nearly all actives have a fitted effect of over 60% in size; inactives centre near -12
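Step one: compound is pinned into 1nM USP1/UAF1 in HEPES pH 7.8 buffer with TCEP. Step two: 15 min room-temperature incubation. Step three: Ub-Rho (150nM final) starts cleavage, tracked by fluorescence over six one-minute reads.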
D2 antagonist: antagonizes the human D2 dopamine receptor; P14416; HEK293 TREx D2 cells, calcium flux, dopamine EC80; inhibition, % at 10 µM; 340,000 tested, 2% active; AID 485344; in the data active = inhibition above about 30%; note: 0% is about no effect
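In this primary screen, negative modulation is detected by tracking calcium flux after an EC80 dopamine challenge in inducible HEK293 T-REx D2 cells preexposed to test compound for 180 s.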
PI4K2A block: blocks human PI4K2A kinase activity | activity change, negative = inhibition, % at 76.9 µM | AID 1346378 | 420,000 tested, 0.13% active | Q9BTU6 | purified PI4K2A, ADP-Glo luminescence, 1 h; active compounds read low; in the data active = activity change below about -50%; inconclusive = mostly about -30% to -49%;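 note: -100% = wells without enzyme as full effect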
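In this quantitative HTS, ADP production by PI4K2A was quantified luminescently after 1 h at ambient temperature; 100 microM adenosine served as plate-quality control.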
mIDH1 inhibitor: inhibitors of human mutant IDH1 R132H | O75874 | IDH1-R132H enzyme, NADPH consumption, diaphorase/resazurin fluorescence | Potency, µM (doses to about 76.6 µM), inactives show at the highest dose activity change, negative = inhibition, most hits filed as inhibitors | 390,000 tested, 0.093% active | AID 602179; note: potency is the fitted concentration of half-maximal effect; % is set by controls: 0 for no effect and ±100 for the full control effect; nearly all actives have a fitted effect of over 65% in size
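IDH1-R132H (0.5 ug/mL) preincubated 30 min with compound, then NADPH (0.016 mM) and alpha-KG (2 mM) added; 80 min at RT, pH 7.5. Remaining NADPH coupled via diaphorase/resazurin to fluorescence (540/590 nm); concentration-response curves normalized to no-enzyme control.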
TrxR1 inh: rat TrxR1 inhibition; O89049; recombinant rTrxR1, NADPH fluorescence consumption, selenite substrate; Potency, µM (titrated, usually from 114 µM), for the others: top-dose activity change, negative = inhibition, most hits filed as inhibitors; 390,000 tested, 1% active; AID 588453; note: potency is the fitted concentration of half-maximal effect; % is set by controls: 0 for no effect and ±100 for the full control effect; nearly all actives have a fitted effect of over 65% in size
Target sequence (O89049 whole entry, looked up): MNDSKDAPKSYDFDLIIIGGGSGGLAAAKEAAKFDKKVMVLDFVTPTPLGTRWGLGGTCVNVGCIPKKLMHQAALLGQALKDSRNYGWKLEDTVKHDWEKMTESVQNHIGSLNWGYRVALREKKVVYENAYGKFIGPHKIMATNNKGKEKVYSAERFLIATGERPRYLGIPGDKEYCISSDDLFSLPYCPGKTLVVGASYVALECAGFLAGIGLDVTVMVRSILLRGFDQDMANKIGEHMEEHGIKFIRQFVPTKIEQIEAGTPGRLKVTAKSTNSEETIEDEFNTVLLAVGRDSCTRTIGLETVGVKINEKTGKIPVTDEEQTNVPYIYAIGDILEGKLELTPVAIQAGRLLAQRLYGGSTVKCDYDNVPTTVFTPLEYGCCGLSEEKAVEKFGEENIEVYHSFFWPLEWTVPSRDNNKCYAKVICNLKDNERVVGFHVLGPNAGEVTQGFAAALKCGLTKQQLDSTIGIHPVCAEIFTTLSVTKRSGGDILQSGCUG
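Rat TrxR1 (90 nM in the dispensed reagent) was pre-reduced with 400 uM NADPH for 5 min at room temperature, then incubated with compound for 15 min. After 400 uM selenite was added, NADPH fluorescence (Ex 340/Em 450 nm) was followed for 8 min.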
TRHR ag: activates the human TRH receptor | 360,000 tested, 0.18% active | P34981 | activation, % at 2 µM | TRHR cells, calcium flux fluo-8, FDSS agonist mode; in the data active = activation above about 30%; note: 0% is about no effect
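Fluo-8-loaded TRHR cells; 10 s baseline, compound added, kinetic Ca2+ fluorescence read 1/s, agonist mode.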
TrxR1 substrate: substrates of rat thioredoxin reductase 1 | O89049 | purified TrxR1 substrate turnover, NADPH consumption readout | Potency, µM (titrated, usually from 114 µM), for inactives: top-dose activity change, negative = substrate turnover | 390,000 tested, 0.01% active | AID 588456; note: potency is the fitted concentration of half-maximal effect; % is set by controls: 0 for no effect and ±100 for the full control effect; nearly all actives have a fitted effect of over 50% in size
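Rat TrxR1, dispensed at 90 nM, was prereduced with 400 uM NADPH (final) for 5 min at ~22 deg C, then incubated with compound 15 min before 400 uM selenite. A first-read NADPH fluorescence drop versus no-compound background flagged substrates.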
* hit, by the source's call; ? = inconclusive; · = not tested or not shown; [ ] = remark or other dose. Unless noted, calls come from the whole dose curve; as a rule, active = well fitted inhibition curve with a large enough effect; inconclusive = small, poorly fitted or top-dose-only effect; inactive = no such curve, though single readings can be large or run the other way.

nr | smiles | TRHR ag | TRHR PAM | mIDH1 inhibitor | D2 ag | TrxR1 substrate | D2 antagonist | USP1 inh | TrxR1 inh | PI4K2A block
1 | CN(Cc1ccco1)C(=O)CCc1nc2sc3c(c2c(=O)[nH]1)CCCC3 | -0.2 | -9 | -5% | 0.0 | -3% | -13 | 3% | 18µM* | -22
2 | C=CCNC(=O)c1ccc2c(c1)N(CC)C(=O)c1ccccc1S2 | -0.7 | -21 | 2% | 0.0 | -2% | 19 | -19% | 10% | 1
3 | COc1ccc(NC(=O)c2oc3ccc(S(=O)(=O)N4CCCCC4)cc3c2C)cc1Cl | 0.0 | -6 | 7% | -0.3 | 1%[57.1 µM] | · | 14% | 23%[57.1 µM] | -1
4 | CC(C)(C)C1CCc2c(sc3ncn(N)c(=N)c23)C1 (configuration not stated) | -0.1 | 7 | -7% | 0.8 | 0% | 16 | -8% | 10% | 0
5 | COc1cccc(OC)c1C(=O)NC(=S)Nc1ccc(N2CCOCC2)c(Cl)c1 | 0.3 | 5 | 7% | 0.9 | 6%[57.1 µM] | 11 | ? | 9%[57.1 µM] | -4
6 | CCOC(=O)Nc1ccc(Oc2ccccc2)cc1 | 1.4 | -5 | 5% | -2.0 | 1% | 8 | -6% | 0% | -3
7 | Cc1cc(=O)[nH]c(N/N=C/c2ccco2)n1 | 0.5 | -1 | 2% | 0.5 | -20% | 7 | -12% | -31% | -2
8 | Cc1ccn2c(=O)c(C(=O)NCc3ccccc3Cl)c(O)nc2c1 | -0.5 | 8 | -8% | -0.6 | 5% | · | -25% | 9% | -4
9 | CCOC(=O)Cc1nnc(NC(=O)CSc2nnc3c4ccccc4n(C(C)C)c3n2)s1 | -1.5 | -6 | 7% | -0.5 | -4%[57.1 µM] | -15 | -4% | 4%[57.1 µM] | -10
10 | Cc1ccc(NC(=O)C2CC(O)CN2C(=O)Oc2ccccc2)c(C)c1 (configuration not stated) | -0.1 | 16 | -10% | -0.3 | -3%[57.1 µM] | -5 | -4% | -8%[57.1 µM] | -9
11 | CN(C)c1ccc(Cc2ccc(N(C)C)cc2)cc1 | · | · | 12% | · | 6% | · | -16% | 10% | -1
12 | O=C(c1ccccc1F)N1CCCC(c2ccccc2)C1 (configuration not stated) | -1.3 | -5 | 3% | 0.4 | 4% | -7 | -2% | 5% | 0
13 | CC(C(=O)NCCc1ccc(S(N)(=O)=O)cc1)N1C(=O)CC(C)(C)Sc2ccccc21 (configuration not stated) | 0.1 | -3 | -3% | -0.1 | -9% | 1 | -17% | -7% | -5
14 | Cc1ccc(CSc2nnc([C@@H]3CCCN3C(=O)OC(C)(C)C)o2)cc1 | 0.1 | -8 | -2% | -1.0 | -7% | -7 | -11% | -7% | 0
15 | CCOc1cc(CNC(C)(C)C)ccc1OCC(=O)Nc1cccc(C(F)(F)F)c1 | 2.2 | 9 | 0% | 1.0 | 2% | 5 | -19% | 16% | 2
16 | COCCn1nnnc1C(c1ccccc1)N1CCN(C(=O)c2ccco2)CC1 (configuration not stated) | -0.6 | -3 | 1% | -0.6 | 4% | -13 | -16% | -5% | 2
17 | CCCN1CCN(CCCNC(=O)c2cc3c(=O)n(C)c4ccccc4c3n2C)CC1 | 0.2 | 5 | 9% | 1.8 | 13% | -11 | -2% | 21% | 14
18 | CC(O)Cn1ccccc1=N (configuration not stated) | 0.3 | 4 | 3% | -0.7 | 57%[activator] | 16 | 1% | 19% | -3
19 | COc1ccccc1N1CCN(C2CCN(C(=O)c3cccs3)CC2)CC1 | -0.1 | 0 | 7% | 2.1 | -4% | 4 | -13% | -4% | 2
20 | CC(=O)c1c(O)cc(C)n(-c2ccc(F)cc2)c1=O | -0.2 | -12 | 1% | 0.5 | 1% | 10 | -22% | 14% | 1
21 | COc1ccc(-c2c(C)nn(-c3ccccc3)c2N)cc1OC | 0.1 | 5 | 3% | -0.2 | 7% | -17 | -9% | 19% | -4
22 | Cc1occc1C(=O)NNS(=O)(=O)c1ccc(Cl)cc1 | -1.4 | 37* | 5% | -2.3 | -4% | 8 | -4% | -6% | 3
23 | COc1cc(/C=N/NS(=O)(=O)c2ccc3ccccc3c2)ccc1OCc1ccc(C(=O)O)cc1 | 0.3 | 8 | 8% | -0.6 | 2% | -3 | -29% | 3% | -8
24 | O=C(COC(=O)C1CCC1)Nc1ccc(OC(F)F)cc1 | -0.3 | -2 | 3% | 0.9 | 1% | -11 | -20% | 11%[57.1 µM] | 6
25 | COCCSc1ccccc1C(=O)Nc1cccnc1 | 0.1 | 2 | 5% | · | -5% | · | -9% | 6% | 1
26 | O=C(CCc1ccccc1)NNC(=O)COc1ccc(Br)cc1 | 0.0 | 2 | -5% | · | 2% | · | -5% | 0% | -4
27 | C/C=C/C(=O)N1CC2(CC(c3cccc(NC(=O)CCCCC)c3)=NO2)C[C@H]1C(N)=O (some centres not stated) | -0.1 | 18 | · | -0.6 | · | 3 | · | · | ·
28 | CCOc1ccccc1NC(=O)Cn1nc2c3cc(F)ccc3n(Cc3cccc(C)c3)cc-2c1=O | -0.3 | -13 | 21% | -1.7 | 1% | · | 3% | 12% | -7
29 | O=C(Nc1cccc(S(=O)(=O)C(F)F)c1)c1ccc(S(=O)(=O)N2CCOCC2)cc1 | 1.1 | -2 | 4% | -0.7 | 9%[57.1 µM] | 28 | -6% | 12%[57.1 µM] | 1
30 | COc1cccc(O)c1CN1CCCC(C(=O)c2cccc(C(F)(F)F)c2)C1 (configuration not stated) | 2.6 | 21 | 1% | 0.8 | -1% | 49* | -26% | 11% | 11

11 entries from above, with two lines to a compound.
Values run as follows: TRHR ag, TRHR PAM, mIDH1 inhibitor, D2 ag, TrxR1 substrate, D2 antagonist, USP1 inh, TrxR1 inh, PI4K2A block
(20) CC(=O)c1c(O)cc(C)n(-c2ccc(F)cc2)c1=O
 : -0.2, -12, 1%, 0.5, 1%, 10, -22%, 14%, 1
(21) COc1ccc(-c2c(C)nn(-c3ccccc3)c2N)cc1OC
 : 0.1, 5, 3%, -0.2, 7%, -17, -9%, 19%, -4
(22) Cc1occc1C(=O)NNS(=O)(=O)c1ccc(Cl)cc1
 : -1.4, 37*, 5%, -2.3, -4%, 8, -4%, -6%, 3
(23) COc1cc(/C=N/NS(=O)(=O)c2ccc3ccccc3c2)ccc1OCc1ccc(C(=O)O)cc1
 : 0.3, 8, 8%, -0.6, 2%, -3, -29%, 3%, -8
(24) O=C(COC(=O)C1CCC1)Nc1ccc(OC(F)F)cc1
 : -0.3, -2, 3%, 0.9, 1%, -11, -20%, 11%[57.1 µM], 6
(25) COCCSc1ccccc1C(=O)Nc1cccnc1
 : 0.1, 2, 5%, ·, -5%, ·, -9%, 6%, 1
(26) O=C(CCc1ccccc1)NNC(=O)COc1ccc(Br)cc1
 : 0.0, 2, -5%, ·, 2%, ·, -5%, 0%, -4
(27) C/C=C/C(=O)N1CC2(CC(c3cccc(NC(=O)CCCCC)c3)=NO2)C[C@H]1C(N)=O (some centres not stated)
 : -0.1, 18, ·, -0.6, ·, 3, ·, ·, ·
(28) CCOc1ccccc1NC(=O)Cn1nc2c3cc(F)ccc3n(Cc3cccc(C)c3)cc-2c1=O
 : -0.3, -13, 21%, -1.7, 1%, ·, 3%, 12%, -7
(29) O=C(Nc1cccc(S(=O)(=O)C(F)F)c1)c1ccc(S(=O)(=O)N2CCOCC2)cc1
 : 1.1, -2, 4%, -0.7, 9%[57.1 µM], 28, -6%, 12%[57.1 µM], 1
(30) COc1cccc(O)c1CN1CCCC(C(=O)c2cccc(C(F)(F)F)c2)C1 (configuration not stated)
 : 2.6, 21, 1%, 0.8, -1%, 49*, -26%, 11%, 11

Entries of single compounds from above. Screens in order: TRHR ag | TRHR PAM | mIDH1 inhibitor | D2 ag | TrxR1 substrate | D2 antagonist | USP1 inh | TrxR1 inh | PI4K2A block
`Cc1ccn2c(=O)c(C(=O)NCc3ccccc3Cl)c(O)nc2c1` across the screens: -0.5 | 8 | -8% | -0.6 | 5% | · | -25% | 9% | -4
`CC(=O)c1c(O)cc(C)n(-c2ccc(F)cc2)c1=O` across the screens: -0.2 | -12 | 1% | 0.5 | 1% | 10 | -22% | 14% | 1

Going on with the list:
nr | smiles | TRHR ag | TRHR PAM | mIDH1 inhibitor | D2 ag | TrxR1 substrate | D2 antagonist | USP1 inh | TrxR1 inh | PI4K2A block
31 | O=C(Cn1cc([N+](=O)[O-])cn1)NCc1ccco1 | 0.2 | -5 | -4% | -0.2 | -3% | 11 | -11% | -12% | -1
32 | CCn1c(SCC(=O)Nc2ccc(NC(C)=O)cc2)nc2c1c(=O)n(C)c(=O)n2C | 0.6 | -3 | 26% | 0.1 | 0% | 7 | -6% | 18% | 1
33 | Clc1cc(Cl)cc(CSc2nnc(-c3sccc3-n3cccc3)o2)c1 | -0.4 | 0 | -2% | 0.3 | 6%[57.1 µM] | -6 | -12% | 16%[57.1 µM] | 1
34 | CCOC(=O)c1cnn(-c2ncnc3sc(CC)cc23)c1N | 0.5 | 1 | 0% | -0.9 | 1% | -2 | -8% | 9% | -4
35 | Cc1onc(-c2c(F)cccc2Cl)c1C(=O)Nc1nccs1 | 0.9 | 2 | -3% | 1.8 | -2% | -3 | -18% | 3% | -27
36 | COc1ccccc1CNC(=O)C1CCN(C(=O)N(C)C)CC1 | 0.4 | 13 | 1% | 0.5 | 1% | -16 | 1% | 8% | 2
37 | C/C(=N\NC(=O)c1cc(C)[nH]n1)c1ccc(-c2ccccc2)cc1 | -0.6 | 2 | -4% | 7.9 | 1% | -2 | -7% | 12% | -3
